TRHR agonist = TRH receptor (human) agonism; P34981; TRHR cells, calcium flux fluo-8, FDSS agonist mode; activation, % at 2 µM; 0.18% of 360,000 active; in the data active means activation above about 30%; further: 0% is about no effect
Target sequence (P34981 whole entry, looked up): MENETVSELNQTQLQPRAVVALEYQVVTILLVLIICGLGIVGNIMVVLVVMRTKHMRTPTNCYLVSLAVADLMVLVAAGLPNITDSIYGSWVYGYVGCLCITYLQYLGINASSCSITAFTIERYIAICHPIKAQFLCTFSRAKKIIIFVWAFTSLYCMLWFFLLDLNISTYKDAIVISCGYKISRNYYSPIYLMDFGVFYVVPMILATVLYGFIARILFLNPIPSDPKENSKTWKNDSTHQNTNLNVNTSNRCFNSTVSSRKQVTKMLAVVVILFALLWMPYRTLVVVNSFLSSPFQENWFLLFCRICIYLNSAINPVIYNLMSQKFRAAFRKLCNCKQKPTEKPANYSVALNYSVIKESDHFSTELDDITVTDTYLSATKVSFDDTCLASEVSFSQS
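Read-out: compound-evoked intracellular calcium rise in TRHR cells, fluo-8 dye, kinetic FDSS fluorescence at 1 s/cycle following a 10-cycle baseline. Cells cultured overnight before dye loading (30 min–1.5 h, RT).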
TRHR PAM = allosterically enhances the human TRH receptor; 0.66% of 360,000 active; AID 493056; enhancement, % at 2 µM; P34981; TRHR cells, fluo-8 calcium fluorescence, EC20 TRH enhancement; in the data active means enhancement above about 30%; further: 0% is about no effect
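TRHR-expressing cells loaded with fluo-8 calcium dye were read kinetically (ex 480/em 530) during compound addition, then stimulated with an EC20 of TRH (10 nM final). Enhancement of the Gq-mediated intracellular calcium response was scored.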
rTrxR1 inhibitor = blocks rat thioredoxin reductase 1; recombinant rTrxR1, NADPH fluorescence consumption, selenite substrate; Potency, µM (doses to about 114 µM), without a hit: top-dose activity change, negative = inhibition, most hits filed as inhibitors; 1% of 390,000 active; further: potency means the concentration at half of the fitted maximal effect; on the % scale 0 is the no-effect control and ±100 the full control effect; nearly all actives have a fitted effect of over 65% in size
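Rat TrxR1 (90 nM in the dispensed reagent) was pre-reduced with 400 uM NADPH for 5 min at room temperature, then incubated with compound for 15 min. After 400 uM selenite was added, NADPH fluorescence (Ex 340/Em 450 nm) was followed for 8 min.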
D2 antag = antagonizes the human D2 dopamine receptor | P14416 | HEK293 TREx D2 cells, calcium flux, dopamine EC80 | inhibition, % at 10 µM | 2% of 340,000 active; in the data active means inhibition above about 30%; further: 0% is about no effect
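Read-out: kinetic calcium fluorescence (1 cycle/s) in inducible HEK293 T-REx D2 cells after an EC80 dopamine addition that followed 180 s compound preincubation. Loss of the dopamine response indicates antagonism.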
D2 agonist = agonists of human D2 dopamine receptor. activation, % at 2 µM. P14416. 0.53% of 340,000 active. HEK293 T-REx D2 cells, calcium flux agonist mode;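 active means activation over 3 SD above normal in the single-dose calcium agonist read, cut at about 30% in these data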; further: 0% is about no effect
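HEK293 Trex D2 cells, tetracycline-induced, o/n 30 C 5% CO2; no-wash Ca dye, RT 30–90 min; 10-cycle baseline, 23 nl cpd added, kinetic Ca read 180 s; agonist hits = positive Ca response.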
PI4K2A block = blocks human PI4K2A kinase activity; Q9BTU6; purified PI4K2A, ADP-Glo luminescence, 1 h; hits give low values; activity change, negative = inhibition, % at 76.9 µM; 0.13% of 420,000 active; AID 1346378; in the data active means activity change below about -50%;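 further: -100% = wells without enzyme as full effect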
Target sequence (Q9BTU6 whole entry, looked up): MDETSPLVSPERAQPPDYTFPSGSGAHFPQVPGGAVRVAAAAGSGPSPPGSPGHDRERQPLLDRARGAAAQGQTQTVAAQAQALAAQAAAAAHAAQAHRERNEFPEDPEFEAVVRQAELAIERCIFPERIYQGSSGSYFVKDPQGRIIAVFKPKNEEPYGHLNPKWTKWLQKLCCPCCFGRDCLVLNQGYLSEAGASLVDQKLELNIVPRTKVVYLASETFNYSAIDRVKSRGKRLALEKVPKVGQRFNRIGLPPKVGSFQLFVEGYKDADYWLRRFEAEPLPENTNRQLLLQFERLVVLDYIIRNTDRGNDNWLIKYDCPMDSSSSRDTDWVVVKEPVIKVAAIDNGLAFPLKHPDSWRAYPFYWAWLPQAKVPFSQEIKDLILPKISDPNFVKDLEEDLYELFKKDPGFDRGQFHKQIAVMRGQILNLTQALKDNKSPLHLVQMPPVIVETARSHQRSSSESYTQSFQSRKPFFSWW
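Compounds are screened against recombinant PI4K2A using PI as substrate and ATP, the latter dispensed at 300 microM. Reactions run one hour at ambient temperature before ADP-Glo detection; full inhibition defined by wells lacking enzyme.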
TrxR1 substrate = substrates of rat thioredoxin reductase 1; O89049; purified TrxR1 substrate turnover, NADPH consumption readout; Potency, µM (titrated, usually from 114 µM), for the others: at the highest dose activity change, negative = substrate turnover; 0.01% of 390,000 active; further: potency means the concentration at half of the fitted maximal effect; on the % scale 0 is the no-effect control and ±100 the full control effect; nearly all actives have a fitted effect of over 50% in size
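Rat TrxR1, dispensed at 90 nM, was prereduced with 400 uM NADPH (final) for 5 min at ~22 deg C, then incubated with compound 15 min before 400 uM selenite. A first-read NADPH fluorescence drop versus no-compound background flagged substrates.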
An asterisk follows results filed as active; . = no result given; [ ] = dose if it differs, or a comment. Unless noted, the call rests on the fitted dose curve; in most records, active means well fitted inhibition curve with a large enough effect; inconclusive means small, poorly fitted or top-dose-only effect; inactive means no such curve, though single readings can be large or run the other way. These rows are one share of the data; the hit share may differ from the screen's.

smiles	TRHR agonist	TRHR PAM	rTrxR1 inhibitor	D2 antag	D2 agonist	PI4K2A block	TrxR1 substrate
CCCNC(=O)C1(C)CCCN(C(=O)c2cc(C)nn2C(C)(C)C)C1 (stereo unspecified)	.	.	.	.	.	4	.
O=C(c1cc(F)ccc1F)N1CCCC(c2nc(-c3cccs3)no2)C1 (stereo unspecified)	.	.	.	.	.	-8	.
CCC(=O)OCCCN1C(=O)CCC12CCC(c1ccccc1)CC2 (stereo unspecified)	.	.	.	.	.	-4	.
Cc1cccc(Cn2cc(COC(=O)N3CCCC3)nn2)c1	.	.	.	.	.	-4	.
O=C(Nc1ccccc1)Nc1nnc([C@@H]2C[C@H](O)[C@@H](CO)O2)s1	.	.	.	.	.	-2	.
O=C(Nc1ccc2c(c1)OCCO2)C1c2ccccc2OCC(=O)N1Cc1ccc2c(c1)OCO2 (stereo unspecified)	.	.	.	.	.	-5	.
CC(=O)c1cc(-c2ccc(S(C)(=O)=O)cc2)c(=O)n2c1CCC2	.	.	.	.	.	-5	.
CCOC(=O)N(C)c1c(CC)nc2c(OCc3ccc(OC(F)F)cc3)cccn12	.	.	.	.	.	-2	.
Cc1c[nH]c2cccc(-c3c(Cl)cccc3Cl)c12	.	.	.	.	.	0	.
Clc1ccc([C@H]2OC[C@@]3(CNCCc4c[nH]c5ccccc45)CS[C@H](c4ccc(Cl)cc4)N23)cc1	.	.	.	.	.	-3	.
C=CCN(C(=O)[C@@H](CCCC)[C@@H](O)c1ccc(Cl)cc1)c1ccccc1	.	.	.	.	.	-2	.
CCc1ccc(C(O)c2ncc(-c3cccc(F)c3)[nH]2)cc1 (stereo unspecified)	.	.	.	.	.	-9	.
CCCCNC(=O)C1(C)CCCCN1C(=O)c1cc(C#N)cs1 (stereo unspecified)	.	.	.	.	.	-1	.
O=C(NCCN1CCC(n2c(=O)[nH]c3ccccc32)CC1)c1cc(F)cc(F)c1	.	.	.	.	.	-3	.
O=C1Nc2ccccc2-n2nnnc2C1N1CCCN(Cc2ccc(F)cc2)CC1 (stereo unspecified)	.	.	.	.	.	1	.
CCC[C@H]1[C@@H](OC(=O)NCc2ccc(OC)c(OC)c2)CC[C@@]23CCCN2C(=O)CCC[C@@H]13	.	.	.	.	.	1	.
O=C(NCCO)[C@H](Cc1ccccc1)NC1(C(=O)NCCc2c[nH]c3ccccc23)CCCCC1	.	.	.	.	.	0	.
COC(=O)CSc1nnc(-c2cccs2)o1	.	.	.	.	.	-8	.
C[C@H](CO)N1C[C@H](C)[C@@H](CN(C)C(=O)c2ccc(N3CCN(C)CC3)cc2)OCc2cnnn2CCCC1=O	.	.	.	.	.	-4	.
COc1cccc(-c2cc3nc(NCCCN(C)C)n(C)c(=O)c3s2)c1	.	.	.	.	.	-3	.
COCCNc1nc(NCc2ccccc2OC)c2sccc2n1	.	.	.	.	.	-1	.
CCc1ccc([C@@H]2CC(=O)[C@@H]3CN(S(=O)(=O)c4ccccc4C)[C@H](c4ccc(Cl)cc4)C[C@@H]3N2S(=O)(=O)c2ccc(C)cc2)cc1	.	.	.	.	.	3	.
COC[C@H]1CCCN1c1ccc2c(c1)O[C@H]1CCN(C1)S2(=O)=O	.	.	.	.	.	-5	.
COc1ccc(-c2nn3c(-c4n[nH]c5c4CCC5)nnc3s2)cc1	.	.	.	.	.	-23	.

Whole records as entered above.
COc1cccc(-c2cc3nc(NCCCN(C)C)n(C)c(=O)c3s2)c1 in the list: TRHR agonist = .; TRHR PAM = .; rTrxR1 inhibitor = .; D2 antag = .; D2 agonist = .; PI4K2A block = -3; TrxR1 substrate = .
COC[C@H]1CCCN1c1ccc2c(c1)O[C@H]1CCN(C1)S2(=O)=O in the list: TRHR agonist = .; TRHR PAM = .; rTrxR1 inhibitor = .; D2 antag = .; D2 agonist = .; PI4K2A block = -5; TrxR1 substrate = .

(further entries)
smiles	TRHR agonist	TRHR PAM	rTrxR1 inhibitor	D2 antag	D2 agonist	PI4K2A block	TrxR1 substrate
O=c1cc(CN2CCCCC2)c2ccccc2o1	.	.	.	.	.	-2	.
CSCCC(C(=O)NCc1ccccc1)n1c(-c2ccc3c(c2)CCO3)nc2ccccc21 (stereo unspecified)	.	.	.	.	.	-6	.
CCCC(=O)N1CCC1(C)C(=O)Nc1cccc(F)c1 (stereo unspecified)	.	.	.	.	.	1	.
COc1ccccc1Cc1c(-c2ccc(F)cc2)nc2cc(C)c(Br)c(C)n12	.	.	.	.	.	4	.
Cc1ccccc1S(=O)(=O)NC(=O)C1(C)CCN1C(=O)c1ccccc1CCc1ccccc1 (stereo unspecified)	.	.	.	.	.	2	.
CCCCC[C@@H](C)N1C[C@H](COCc2ccccc2)Oc2cc(N3CCC[C@@H]3CO)ccc2S1(=O)=O	.	.	.	.	.	-3	.
COc1cccc(S(=O)(=O)Nc2ccc3c(c2)C(=O)N(C)C[C@H](OC)[C@H](C)CN(Cc2ccccc2F)[C@@H](C)CO3)c1	.	.	.	.	.	-6	.
Cc1ccccc1-c1cccc2c3c([nH]c12)[C@@H]1C[C@H]2[C@@H](CN1CC3)[C@H](C)ON2C	.	.	.	.	.	-3	.
CC(O)(C(=O)c1ccccc1)c1ccccc1 (stereo unspecified)	.	.	.	.	.	-1	.
Nc1sc(Cc2ccccc2)cc1C(=O)NC1CCCCC1	.	.	.	.	.	-5	.
S=c1nc(-c2ccccn2)c(-c2ccccn2)n[nH]1	.	.	.	.	.	-5	.
Cc1ccc(Cc2c(-c3cccc(Cl)c3)nc3ccc(C)cn23)cc1	.	.	.	.	.	-4	.
CCc1nc2c(OCc3ccc(C#N)cc3)cccn2c1N(C)C(=O)c1cccs1	.	.	.	.	.	-6	.
Cc1cccc(C)c1-n1nnnc1C1c2ccccc2C(=O)N1CCCn1ccnc1 (stereo unspecified)	.	.	.	.	.	-1	.
CC1(C(=O)NS(=O)(=O)c2ccc(C#N)cc2)CCN1C(=O)c1ccccc1CCc1ccccc1 (stereo unspecified)	.	.	.	.	.	-1	.
CCn1c(SCC(=O)Nc2ccccc2-c2ccccc2)nnc1-c1cnccn1	.	.	.	.	.	5	.
Cc1ccc(S(=O)(=O)N2C[C@H]3C(=O)C[C@@H](c4ccccc4)N(S(=O)(=O)c4cccc(C)c4)[C@H]3C[C@H]2c2ccccc2)cc1	.	.	.	.	.	6	.
COc1ccc(C(C)(O)c2nc(-c3csc4ccccc34)cs2)cc1 (stereo unspecified)	.	.	.	.	.	-1	.
CCC(CC)C(C(=O)NC1CCCC1)N1CCN(c2cc(C)nc3ccccc23)CC1 (stereo unspecified)	.	.	.	.	.	-1	.
CC1(Cc2ccc(F)c(Cl)c2)C(=O)Nc2c(Cl)cccc21 (stereo unspecified)	.	.	.	.	.	-6	.
Cc1ccsc1C(=O)N1CCC1(C)C(=O)NCCC#N (stereo unspecified)	.	.	.	.	.	-1	.
COc1ccc(/C=N\NC(=O)Cc2cccs2)c(OC)c1OC	.	.	.	.	.	0	.
COc1ccccc1NC(=O)Nc1nc(C(N)CCc2ccccc2)cs1 (stereo unspecified)	.	.	.	.	.	1	.
OC[C@H]1O[C@H](c2nc(-c3nc(-c4cccc(-n5cccc5)c4)no3)cs2)C[C@@H]1O	.	.	.	.	.	-1	.
CC(C)NC(=O)c1ccc2sc([C@@H]3O[C@H](CO)[C@H](O)[C@H](O)[C@H]3O)nc2c1	.	.	.	.	.	1	.
CCCCn1nnnc1C1(C)CCC(=O)N1Cc1cc(OC)ccc1OC (stereo unspecified)	.	.	.	.	.	-1	.
Cn1c(=O)c2cc(NC(=O)NCCc3cccs3)ccc2n1C/C=C/c1ccccc1	.	.	.	.	.	5	.
CCOC(=O)C1(C)CCN1C(=O)c1ccc(C(=O)OC)cc1 (stereo unspecified)	.	.	.	.	.	3	.
CCCNC(=O)C1(C)CCN(CCC(=O)c2ccc(Br)cc2)C1 (stereo unspecified)	.	.	.	.	.	17	.
COc1ccc(-c2nnc(SCC(=O)Nc3cccc4ccccc34)n2Cc2ccco2)cc1	.	.	.	.	.	-7	.
CN(Cc1cn(Cc2cccc(C(F)(F)F)c2)nn1)C1CN(Cc2cn(Cc3cccc(C(F)(F)F)c3)nn2)S(=O)(=O)C1 (stereo unspecified)	.	.	.	.	.	-6	.
CC(C)c1cc(C(C)C)c(S(=O)(=O)NC(c2ccccn2)C23CC2C3)c(C(C)C)c1 (stereo unspecified)	.	.	.	.	.	-6	.
O=S1(=O)c2ccc(N3CC[C@H](O)C3)cc2OCCCN1C1CC1	.	.	.	.	.	-2	.
CCOC(=O)C1(C)CCCCCN1C(=O)c1ccc(C(F)(F)F)nc1C (stereo unspecified)	.	.	.	.	.	0	.
Cc1ccc(S(=O)(=O)n2ccc(-c3c(-c4ccc(F)cc4)noc3C)n2)cc1	.	.	.	.	.	-1	.
COCCN(Cc1ccc(C)cc1)C(=O)[C@H]1O[C@@H](n2cnc3c(N)ncnc32)[C@H](O)[C@@H]1O	.	.	.	.	.	-3	.
CCCCC(=O)N(C)c1c(C)nc2ccc(C(=O)NCCN(C)C)cn12	.	.	.	.	.	1	.
COc1cc(OC)cc(C(=O)NCCN2C(=O)C3C4C=CC(C4)C3C2=O)c1 (stereo unspecified)	.	.	.	.	.	-3	.
Fc1ccc(-c2nc3c4ccccc4ccn3c2CC2CCCCC2)cc1	.	.	.	.	.	-1	.
COc1ccc(C(=O)CSC(=S)N2CCCCC2)cc1	.	.	.	.	.	1	.
Cc1onc(-c2c(Cl)cccc2Cl)c1C(=O)Cl	.	.	.	.	.	-5	.
CCCCN1CC[C@H](C)Oc2cc(Br)ccc2S1(=O)=O	.	.	.	.	.	-4	.
CC1=C(C#N)c2nc(N)c(C#N)c(C)c2/C1=C\c1ccc(C)cc1	-0.9	6	.	-11	.	.	.
O=c1c2c3c(sc2nc2sc(CN4CCCCC4)cn12)CCCC3	0.7	-6	.	6	.	.	.
COc1ccc(C2c3c(oc4ccc(C)cc4c3=O)C(=O)N2c2cc(C)ccn2)cc1OC (stereo unspecified)	0.2	1	.	.	0.2	.	.
COc1cc(NC(=O)C(OC(=O)CNC(=O)c2ccccc2)c2ccccc2)cc(C(F)(F)F)c1 (stereo unspecified)	-1.4	9	.	.	.	-2	.
COc1ccc(C(F)(F)F)cc1NC(=O)C(OC(=O)CNC(=O)c1ccccc1)c1ccccc1 (stereo unspecified)	0.4	-4	.	.	.	-6	.
O=Cc1nc(Nc2cc(F)cc(F)c2)nc(NC2CCCC2)n1	1.1	17	.	.	.	37	.
O=C(O)c1ccc2c(c1)C(=O)N([C@H](Cc1cccc3ccccc13)C(=O)O)C2=O	-0.4	-6	.	.	.	-6	.
COc1cc2c3c([nH]c2cc1F)C(=O)NCC3	.	.	51%[activator]	.	.	-1	191%[activator]
CSC(=N)N	.	.	11%[57.1 µM]	.	.	1	7%[57.1 µM]

Looked up by structure from the entries so far (2):
smiles	TRHR agonist	TRHR PAM	rTrxR1 inhibitor	D2 antag	D2 agonist	PI4K2A block	TrxR1 substrate
CCCNC(=O)C1(C)CCCN(C(=O)c2cc(C)nn2C(C)(C)C)C1 (stereo unspecified)	.	.	.	.	.	4	.
O=C(Nc1ccccc1)Nc1nnc([C@@H]2C[C@H](O)[C@@H](CO)O2)s1	.	.	.	.	.	-2	.
